Screening data from PubChem BioAssay.
GlmU inhibition = inhibition of mycobacterial GlmU enzyme – biochemical, glucosamine-1-phosphate acetyltransferase (AID 1376); Bifunctional protein GlmU (Mycobacterium tuberculosis (strain ATCC 25618 / H37Rv)); actives 0.25% (n = 220,000); inhibition, %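 (tested at 30 µM in the primary screen)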, or IC50 in µM where a hit was titrated; M. tuberculosis GlmU acetyltransferase enzyme assay; higher % means a stronger effect; in the data active means inhibition above about 13%;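 further: 0% = complete reaction with vehicle and 100% = reaction without substrate; strong numbers were not always called active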
RmlCD inh 1536 = M. tuberculosis RmlC/RmlD coupled enzyme inhibitors, primary screen, biochemical, compound mixtures, 384-well, from 1536-well plates; dTDP-4-dehydrorhamnose reductase (Mycobacterium tuberculosis (strain ATCC 25618 / H37Rv)) …; RmlC+RmlD coupled enzyme assay, percent inhibition; primary screen in compound mixtures; inhibition, % at 3.6 µM; actives 0.03% (n = 160,000); AID 1533, 2009; in the data active means inhibition mostly above about 34%, no sharp cut-off; further: some results filed as inactive read as strong as hits
Target sequence (P9WH09 whole entry, looked up): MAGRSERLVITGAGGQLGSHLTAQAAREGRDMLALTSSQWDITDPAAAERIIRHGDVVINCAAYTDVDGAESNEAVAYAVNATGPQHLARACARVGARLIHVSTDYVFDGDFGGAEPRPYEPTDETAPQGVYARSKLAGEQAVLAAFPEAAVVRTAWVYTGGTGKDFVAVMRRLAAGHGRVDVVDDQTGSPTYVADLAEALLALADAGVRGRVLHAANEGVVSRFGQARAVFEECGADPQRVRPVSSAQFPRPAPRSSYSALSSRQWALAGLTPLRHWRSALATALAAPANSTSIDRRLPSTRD
Target sequence (P9WH11 whole entry, looked up): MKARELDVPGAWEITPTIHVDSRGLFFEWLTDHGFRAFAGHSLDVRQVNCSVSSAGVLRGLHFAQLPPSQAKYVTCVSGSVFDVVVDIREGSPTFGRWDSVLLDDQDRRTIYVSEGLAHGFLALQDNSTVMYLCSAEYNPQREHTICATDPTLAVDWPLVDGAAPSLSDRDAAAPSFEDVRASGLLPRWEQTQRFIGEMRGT
Active calls of the source: *; / = not tested or not shown. This is a subset; rates above refer to the full screens.

| SMILES | GlmU inhibition | RmlCD inh 1536 |
| --- | --- | --- |
| Cc1cccc(NS(=O)(=O)c2ccc3[nH]c(=O)cc(C(=O)O)c3c2)c1 | 2.6% | / |
| COc1ccccc1NC(=O)COC(=O)c1ccc(S(=O)(=O)NCc2ccco2)cc1 | 0.7% | 1 |
| COc1cc(-c2n[nH]c(=S)n2/N=C/c2cccn2C)cc(OC)c1OC | -1.5% | / |
| CC(C)N(Cc1nccn1C)C(=O)CC1C(=O)NCCN1Cc1ccccc1C(F)(F)F (stereo not given) | 0.4% | -4 |
| COc1ccc(-n2nc(C(=O)NCC(=O)Nc3cccc(C)n3)c3ccccc3c2=O)cc1 | -6.6% | 15 |
| CCOc1ccc(OCC)c(NC(=O)CN2CCN(c3ccc(C)cc3C)CC2)c1 | / | -6 |
| Cc1cccc(C)c1NC(=O)CSc1nnc(C)c(=O)[nH]1 | 4.3% | -11 |
| Cc1ccc(C)c(N2CCN(C(c3ccncc3)c3nnnn3Cc3ccccc3)CC2)c1 (stereo not given) | 3.4% | / |
| CNC(=O)c1cc2cc(OC)ccc2n1CCN(C)C | 0.1% | -13 |
| O=C(NC1CC2CCC(C1)N2C(=O)NCc1ccccc1)C1CC1 (stereo not given) | -3.3% | 26 |
| COc1cc(OC)c(/C=N/NC(=O)c2ccc(Cn3nc([N+](=O)[O-])cc3C)cc2)c(OC)c1 | 0.7% | -14 |
| CCOc1cccc(C(=O)Nc2cccc(C(C)=O)c2)c1 | 1.7% | 9 |
| COCCOC(=O)C1=C(C)NC(=O)NC1c1c(F)cccc1Cl (stereo not given) | 2.2% | 14 |
| CCOc1cc(/C=N/NC(=O)c2ccncc2)ccc1OS(C)(=O)=O | 2.4% | -11 |
| CSc1nnc(-c2ccc(Cl)cc2Cl)o1 | 1.8% | 4 |

The final 3 compounds of the section above come first, to join the parts:
| SMILES | GlmU inhibition | RmlCD inh 1536 |
| --- | --- | --- |
| COCCOC(=O)C1=C(C)NC(=O)NC1c1c(F)cccc1Cl (stereo not given) | 2.2% | 14 |
| CCOc1cc(/C=N/NC(=O)c2ccncc2)ccc1OS(C)(=O)=O | 2.4% | -11 |
| CSc1nnc(-c2ccc(Cl)cc2Cl)o1 | 1.8% | 4 |
| CCN(CC)CCNC(=O)c1cc2c(-c3ccc(Cl)cc3)nn(C)c2s1 | -11% | 34 |
| COCCSc1nnc(NC(=O)c2ccc(OC)c([N+](=O)[O-])c2)s1 | -4.6% | -160 |
| CCn1c(O)c(/C=N/NC(=O)c2ccncc2)c(=O)n(CC)c1=S | -3.3% | 0 |
| O=C(CN1C(=O)c2cccc3cccc1c23)Nc1ccccc1C(=O)NCc1ccco1 | 2.9% | / |
| O=C(CCC(=O)NCCO)NCCO | -3.4% | 33 |
| NC1=NC(c2ccccc2Cl)n2c(nc3ccccc32)N1 (stereo not given) | 0.2% | -1 |
| Cc1ccc(/C=N/NC(=O)c2cccc(S(=O)(=O)Nc3cccc(Cl)c3)c2)o1 | 1.7% | 65 |
| O=C1c2ccccc2C(=O)N1CCCCSc1nc2ccccc2c(=O)n1CCCN1CCOCC1 | -4.6% | 10 |
| CCCCn1nnc(NC(=S)NC(=O)c2cccs2)n1 | -3.3% | 9 |
| CCOC(=O)Cc1nnc(NC(=O)CSc2nnc3c4ccccc4n(C(C)C)c3n2)s1 | -2.7% | 8 |
| CCOC(=O)C1C(c2cccnc2)NC(=O)NC1(O)C(F)(F)F (stereo not given) | -2.9% | -11 |
| O=C(COC(=O)CC1CCCC1)Nc1ccc(OC(F)F)cc1 | 1.1% | 1 |
| Nc1nc2nc(-c3ccc(F)cc3)cc(C(F)(F)F)n2n1 | -0.2% | -3 |
| COc1ccc(-c2cc(CCCC(=O)N3CCN(c4ccc(OC)cc4)CC3)no2)cc1 | 0.3% | / |
| Cc1cc(Nc2ccc(C)c(Br)c2)n2nc(C)nc2n1 | 3.0% | -8 |

Three entries picked at random from those above:
| SMILES | GlmU inhibition | RmlCD inh 1536 |
| --- | --- | --- |
| NC1=NC(c2ccccc2Cl)n2c(nc3ccccc32)N1 (stereo not given) | 0.2% | -1 |
| Cc1ccc(/C=N/NC(=O)c2cccc(S(=O)(=O)Nc3cccc(Cl)c3)c2)o1 | 1.7% | 65 |
| O=C(CN1C(=O)c2cccc3cccc1c23)Nc1ccccc1C(=O)NCc1ccco1 | 2.9% | / |

(list continues)
| SMILES | GlmU inhibition | RmlCD inh 1536 |
| --- | --- | --- |
| COc1ccc(-n2c(-c3ccccc3)nc(=S)c3c2CCCC3)cc1 | / | 0 |
| Cc1ccc(-c2nc(Nc3ccccc3)n[nH]2)cc1 | -1.3% | / |
| C[C@H](CS)C(=O)N1CCC[C@H]1C(=O)O | 0.0% | / |
| COc1ccc(OCCC(=O)NC2CCCCC2)cc1 | 1.9% | / |
| Cc1[nH]nc(-c2ccc(O)c(C)c2O)c1-c1cnn(-c2ccccc2)c1 | -0.8% | 13 |
| CS(=O)(=O)Nc1ccc(C(=O)NCc2cccnc2)cc1 | -3.5% | 6 |
| CC(O)c1nc2ccccc2n1Cc1ccc([N+](=O)[O-])cc1 (stereo not given) | 2.5% | -9 |
| CCCOc1ccc(N2C(=O)CC(SCc3nc4ccccc4[nH]3)C2=O)cc1 (stereo not given) | -2.3% | 17 |
| COc1ccc2c(CC#N)c[nH]c2c1 | -4.4% | / |
| O=C(/N=C1/c2ccccc2CN1c1ccccc1)Nc1ccccc1 | 2.2% | 33 |
| O=C(CN1CCN(c2nc(-c3ccccc3)cs2)CC1)NNC(=O)c1ccco1 | -0.9% | 9 |
| Cc1nc(C(=O)Nc2cc(F)cc(Cl)c2)sc1C1(C)CC(c2ccccc2)=NO1 (stereo not given) | -1.2% | / |
| C=CCn1c(C)cc(C2=NNC(=Nc3ccc(C)cc3)SC2)c1C | 1.7% | -10 |
| OCCC1CN(Cc2cccc3nccnc23)CCN1Cc1ccc(F)cc1 (stereo not given) | 0.1% | / |
| O=C1CN2C(=Nc3ccc(Br)cc3C2c2ccccc2)CCN1 (stereo not given) | -6.2% | / |
| Cc1ccc(OCc2nnnn2-c2ccccc2)cc1 | -3.0% | -3 |
| COc1ccc(CN(CC(=O)NCc2ccco2)C(=O)CCC(=O)Nc2ccccn2)cc1 | -2.1% | / |
| CCOC(=O)C1CCCN(c2oc(-c3ccc(F)cc3)nc2C#N)C1 (stereo not given) | 1.3% | -11 |
| O=C(Nc1ccc2c(c1)OCCO2)c1ccccn1 | -0.5% | -6 |
| Fc1ccccc1COc1ccc(/C=N/n2cnnc2)cc1 | 2.8% | 9 |
| COC(=O)c1ccc(-n2cnc3ccccc32)nc1 | -3.5% | 13 |
| Cc1ccc(CNC(=O)CN(Cc2ccccc2)S(C)(=O)=O)cc1 | 3.7% | / |
| Cc1c(-n2c(=S)[nH]c3ccccc3c2=O)c(=O)n(-c2ccccc2)n1C | 3.6% | -9 |
| COCCN1CN=C(Nc2nc3ccccc3o2)NC1 | 2.5% | 8 |
| Cc1ccc(C(c2nnnn2CS(=O)(=O)c2ccc(C)cc2)N2CCC(C(N)=O)CC2)cc1 (stereo not given) | 12% | / |
| CN(Cc1cc2ccccc2[nH]c1=O)C(=O)C1CCCCC1 | -1.7% | -12 |
| Cn1c(=O)c(=O)n(C)c2cc(S(=O)(=O)N3CCCCCC3)ccc21 | 3.1% | / |
| CC1(/[N+]([O-])=C\c2ccccc2F)CCCCC1=O (stereo not given) | 0.2% | 21 |
| Cc1c(C)n(CC(O)CN2CCCCC2)c2ccccc12 (stereo not given) | -2.5% | / |
| COc1ccc(OCCOC(=O)c2cccc(-n3cnnn3)c2)cc1 | 7.2% | / |

Continued; the last 3 above are carried over.
| SMILES | GlmU inhibition | RmlCD inh 1536 |
| --- | --- | --- |
| CC1(/[N+]([O-])=C\c2ccccc2F)CCCCC1=O (stereo not given) | 0.2% | 21 |
| Cc1c(C)n(CC(O)CN2CCCCC2)c2ccccc12 (stereo not given) | -2.5% | / |
| COc1ccc(OCCOC(=O)c2cccc(-n3cnnn3)c2)cc1 | 7.2% | / |
| CC(=O)N1CCN(S(=O)(=O)c2ccc(S(=O)(=O)NC3CC3)cc2)CC1 | -0.2% | 7 |
| CC(C)(C)C(=O)/C=C(\N)c1ccncc1 | 4.5% | 6 |
| O=C(CC1C(=O)NCCN1C(=O)Nc1ccccc1)Nc1ccc2c(c1)OCCO2 (stereo not given) | -5.0% | / |
| Cc1ccc2c(c1)NC(=O)c1cc([N+](=O)[O-])ccc1O2 | 3.2% | -6 |
| CCN(CC)CCSc1nnc(Nc2ccccc2)n1-c1ccccc1 | -1.9% | -27 |
| O=C(O)c1cc2nc(-c3ccccc3)cc(-c3ccccc3)n2n1 | 5.3% | -4 |
| O=C(Nc1ncccn1)c1ccc(C(F)(F)F)cc1 | 1.1% | / |
| O=C(Nc1ccccc1F)C1C2C=CC3(O2)C1C(=O)N(c1cccnc1)C3C(=O)NC1CCCCC1 (stereo not given) | -6.0% | -5 |
| COc1ccc(/C=N/Nc2ccccn2)cc1O | -2.4% | -6 |
| C=CCN1C(=O)C(O)(CC(=O)c2ccc(N)cc2)c2ccccc21 (stereo not given) | 1.1% | / |
| Cc1ccc(N=CNc2ccc(C)cc2C)c(C)c1 | 1.8% | -11 |
| O=C(Nc1nc2ccccc2s1)c1ccccc1 | 4.6% | -3 |
| OCCNc1c2c(nc3ccccc13)CCCC2 | -0.8% | -3 |
| COC(=O)c1ccc(NC(=O)c2ccc(N(C)S(C)(=O)=O)cc2)cc1 | -3.3% | -1 |
| CCN(CC(=O)Nc1sc2c(c1C#N)CCCC2)CC(=O)NC1CCS(=O)(=O)C1 (stereo not given) | -1.4% | 16 |
| CC(C)CC1C(C#N)=C(N)OC2=C1C(=O)CC(c1ccccc1)C2 (stereo not given) | -3.3% | / |
| COc1cc(/C(C#N)=C/c2ccccc2)c([N+](=O)[O-])cc1OC | 3.5% | / |
| Cc1cc(OCC(=O)N2CCCC2)cc(C)c1Cl | 2.0% | / |
| Cc1ccc(OCc2nnc(SCC(=O)NCc3ccco3)n2C)cc1 | 4.5% | / |
| Cc1ccccc1NC(=S)N1CCC(NC(=O)c2ccco2)CC1 | 3.8% | 6 |
| CCc1ccc(OCc2nnc(SCCN3CCOCC3)n2CC)cc1 | -2.2% | 3 |
| O=c1cc(/N=C/c2coc3c(ccc4ccccc43)c2=O)[nH]c(=S)[nH]1 | 4.8% | 7 |
| CC(C)c1ccccc1NC(=O)C1CN(S(=O)(=O)c2ccccc2)CCN1S(=O)(=O)c1ccccc1 (stereo not given) | -0.5% | -5 |
| O=C(N/N=C/C=C/c1ccc2c(c1)OCO2)C(O)c1ccccc1 (stereo not given) | -2.5% | / |
| COc1ccc(OC)c(-n2nnnc2SCC(=O)Nc2cc(C)ccc2OC)c1 | -4.6% | / |
| Cc1ccc(N(C(=O)CS(=O)CC(=O)Nc2ccc(F)cc2)C(C(=O)NC2CCCCC2)c2ccco2)cc1 (stereo not given) | 1.4% | 69 |
| C/C(=N/O)c1ccccn1 | -4.5% | 4 |
| COc1ccc(-n2cc(C(=O)O)c(=O)cc2C)cc1 | / | -11 |
| COc1ccc2c(c1)CCCC21NC(=O)NC1=O (stereo not given) | 3.8% | / |
| CCn1c(Cc2ccccc2)nnc1SCC(=O)c1cccc([N+](=O)[O-])c1 | -2.8% | / |
| CC(=O)Oc1ccc(N2C(=O)C3C(C2=O)C(C(=O)c2ccc(Cl)cc2)N2CCCC32)cc1 (stereo not given) | 3.5% | -13 |
| Cc1ccc(C(C)NC(=O)c2c(C)noc2C)cc1C (stereo not given) | 0.6% | / |
| CCOc1ccc(N(CC(=O)NCc2ccccc2)S(=O)(=O)c2c(C)noc2C)cc1 | 3.1% | -10 |
| COC(=O)C(C)(C(=O)OC)c1ccccc1[N+](=O)[O-] | 7.0% | / |
| Cc1nn(Cc2ccc(Cl)cc2Cl)c(C)c1NC(=O)NC12CC3CC(CC(C3)C1)C2 | 0.8% | -1 |
| O=C(c1cc2cc(Cl)ccc2oc1=O)N1CCCC1 | 1.5% | / |
| COC(=O)/C(=C\c1c[nH]c2ccccc12)NC(C)=O | 2.4% | 20 |
| CC(=O)NC(CCS(C)(=O)=O)C(=O)Nc1c(F)cccc1F (stereo not given) | / | -5 |
| CCn1nc(C)c([N+](=O)[O-])c1C(=O)NNC(=O)c1ccc(Cl)cc1 | -1.4% | -4 |
| NC(=O)c1c(NC(=O)CSc2nnc(Cc3ccccc3)n2Cc2ccco2)sc2c1CCC2 | 0.4% | / |
| Cc1c(-c2ccccc2)nc(-c2ccccc2)[nH]c1=O | 2.0% | 3 |
| CCC(=NCC1CCCO1)c1c(O)n(-c2ccccc2)c(=O)[nH]c1=O (stereo not given) | -3.0% | 7 |
| CCOc1ccccc1NC(=O)CN(Cc1ccccc1)S(C)(=O)=O | -0.4% | / |
| Cc1ccc(S(=O)(=O)N(C)C)cc1NC(=O)c1ccc(OC(F)(F)F)cc1 | 0.5% | 4 |
| Cc1cccc(NC(=O)CSc2nnc(-c3ccco3)c(-c3ccco3)n2)c1C | 1.1% | / |
| O=C(O)CN1C(=O)CC(Cc2ccc(Cl)cc2)C1=O (stereo not given) | 2.6% | 97 |
| CC(C)(C)C(=O)N1CCC[C@H]1C(O)(c1ccccc1)c1ccccc1 | 1.8% | -14 |
| CCOc1cccc(OCCOCCOc2ccccc2C(C)=O)c1 | 1.4% | -5 |
| C[C@@H](C(=O)NCC1CC1)[C@@H]1C[C@@]1(C)[C@@H](NC(=O)OCc1ccccc1)c1ccccc1 | 0.9% | / |
| C=C(C)c1cccc(C(C)(C)NC(=O)NCc2ccncc2)c1 | 2.6% | / |
| N#CC1=C(N)Oc2n[nH]c(-c3ccc(F)cc3)c2C1c1ccncc1 (stereo not given) | / | -5 |
| COc1ccc2cc3cc(C(=O)NCc4ccc5c(c4)OCO5)oc3nc2c1 | / | -2 |
